TGFb SMAD3 inh = TGF-b pathway inhibition | AID 588855 | 410,000 tested, 1.2% active | Potency, µM (series often up to 46.1 µM), without a hit: at the top dose activity, negative = inhibition, most hits filed as inhibitors | HepG2 CAGA-GFP TGF-b/SMAD3 reporter, GFP fluorescence, 18 h; TGF-beta stimulated, 500 pg/mL final; further: on the % scale 0 is the no-effect control and ±100 the full control effect; nearly all actives have a fitted effect of over 65% in size
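HEPG2 CAGA-GFP cells (1000/well, DMEM with 1% FBS) were pre-incubated 2 h at 37 degrees C, given compound by pin tool, then stimulated with TGF-beta at 500 pg/mL final for 18 h before per-cell GFP fluorescence imaging.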
Nrf2 activator = Nrf2 pathway activation | AREc32 ARE-luciferase reporter (MCF7-derived line), luminescence, 24 h | Potency, µM (series often up to 46.1 µM), for the others: top-dose activation, most hits filed as activators | 410,000 tested, 0.31% active | AID 624171; further: % of control where 0% means no effect; nearly all actives have a fitted effect of over 65% in size
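Luminescent ARE reporter assay in AREc32_Fluc cells: overnight plating at 37 deg C, 24 hr compound incubation, Steady-Glo added, 30 min RT before reading.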
EPAC2 antagonist = EPAC2 (human) antagonism; Potency, µM (highest dose often 114 µM), inactives show at the top dose activity, negative = inhibition, actives largely listed as inhibitors; 360,000 tested, 0.18% active; EPAC2 GEF exchange of Rap1B-BODIPY-GDP, fluorescence; AID 720708; Q8WZA2; further: on the % scale 0 is the no-effect control and ±100 the full control effect; nearly all actives have a fitted effect of over 45% in size; many of its hits are not listed in these tables
Target sequence (Q8WZA2 whole entry, looked up): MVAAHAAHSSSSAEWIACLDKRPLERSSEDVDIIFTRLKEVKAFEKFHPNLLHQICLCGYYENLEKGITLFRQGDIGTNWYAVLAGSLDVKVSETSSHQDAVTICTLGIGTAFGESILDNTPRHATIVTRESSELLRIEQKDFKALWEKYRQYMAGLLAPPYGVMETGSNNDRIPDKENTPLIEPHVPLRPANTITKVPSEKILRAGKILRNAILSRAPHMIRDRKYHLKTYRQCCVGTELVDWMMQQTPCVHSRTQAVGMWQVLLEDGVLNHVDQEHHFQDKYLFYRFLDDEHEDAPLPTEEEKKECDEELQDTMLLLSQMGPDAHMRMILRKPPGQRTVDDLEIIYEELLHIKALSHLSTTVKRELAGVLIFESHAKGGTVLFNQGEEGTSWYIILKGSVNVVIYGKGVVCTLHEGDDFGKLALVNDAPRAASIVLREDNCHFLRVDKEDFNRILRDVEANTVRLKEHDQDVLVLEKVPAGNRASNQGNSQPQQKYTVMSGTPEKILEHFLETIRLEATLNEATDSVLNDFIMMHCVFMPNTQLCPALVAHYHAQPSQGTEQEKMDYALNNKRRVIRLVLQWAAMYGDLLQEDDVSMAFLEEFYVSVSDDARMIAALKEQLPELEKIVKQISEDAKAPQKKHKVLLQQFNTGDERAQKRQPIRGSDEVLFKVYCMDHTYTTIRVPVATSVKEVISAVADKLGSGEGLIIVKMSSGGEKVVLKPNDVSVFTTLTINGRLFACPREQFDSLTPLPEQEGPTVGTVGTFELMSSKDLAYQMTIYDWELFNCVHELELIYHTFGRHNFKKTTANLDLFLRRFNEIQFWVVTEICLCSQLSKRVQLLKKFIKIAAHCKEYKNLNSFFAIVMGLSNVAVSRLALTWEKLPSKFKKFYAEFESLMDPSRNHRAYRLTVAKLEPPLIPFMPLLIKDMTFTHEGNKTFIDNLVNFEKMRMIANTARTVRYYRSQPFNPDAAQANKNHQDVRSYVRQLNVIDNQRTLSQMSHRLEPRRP
MCF10A rerep = inducers of DNA re-replication in MCF 10A breast cells; 350,000 tested, 2.9% active; Potency, µM (doses to about 46.1 µM), for inactives: top-dose activity, positive = re-replication, actives largely listed as activators; MCF 10A DNA re-replication, Hoechst nuclear intensity, 48 h; further: % of control where 0% means no effect; nearly all actives have a fitted effect of over 50% in size
ATXN2 expr inh = inhibitors of ATXN2 expression; HEK-293 ATXN2-luciferase reporter, luminescence, 24 h; Potency, µM (series often up to 57 µM), without a hit: at the top dose activity change, negative = inhibition, usual class: inhibitors; 360,000 tested, 0.72% active; AID 1745845; further: on the % scale 0 is the no-effect control and ±100 the full control effect; nearly all actives have a fitted effect of over 55% in size
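qHTS (up to 57 uM final) was run with 24 h compound exposure of reporter cells at 37 °C. Each well was multiplexed: SteadyGlo luminescence measured ATXN2-luciferase expression after a fluorogenic Gly-Phe-AFC viability readout (25 uM final).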
Nrf2 block = Nrf2 pathway inhibition. A549 ARE-Fluc reporter, luciferase luminescence, 18-24 h. Potency, µM (series often up to 46 µM), inactives show top-dose activity change, negative = inhibition, actives largely listed as inhibitors. 360,000 tested, 2.1% active. AID 504444; further: on the % scale 0 is the no-effect control and ±100 the full control effect; nearly all actives have a fitted effect of over 60% in size
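A549 ARE_Fluc cells (5000/well, 5% FBS OPTI-MEM) pre-incubated 2 h, then treated with compounds 18-24 h at 37C/5% CO2 in concentration-response. CellTiter-Fluor viability read first; BugLite luciferase luminescence after 15 min at room temperature gives Nrf2 activity.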
S2 tox = viability counter-screen for ATXN expression inhibitors; S2 cells (HEK-293 line with an ATXN2-luciferase reporter) viability, CellTiter-Fluor protease fluorescence, 24 h; Potency, µM (doses to about 56.7 µM), actives largely listed as cytotoxic; 400,000 tested, 0.49% active; AID 651635; further: nearly all actives have a fitted effect of over 40% in size
A549 tox = A549 cytotoxicity, counter-screen for Nrf2 inhibitors; A549 ARE-Fluc cells, CellTiter-Fluor viability, 18-24 h; Potency, µM (titrated, usually from 46 µM), inactives show at the top dose activity change, negative = cytotoxicity, usual class: inhibitors; 390,000 tested, 0.16% active; further: on the % scale 0 is the no-effect control and ±100 the full control effect
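Cytotoxicity counterscreen: CellTiter-Fluor fluorescence was measured in A549 ARE_Fluc cells after 18-24 h of compound exposure in a concentration series. The subsequent BugLite luminescent read reports ARE-luciferase activity.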
HepG2 viability = kills HepG2 cells in TGF-b inhibitor counter-screen | HepG2 CAGA-GFP viability, ATP luminescence, 18 h | Potency, µM (titrated, usually from 46.1 µM), for inactives: top-dose activity change, negative = cytotoxicity, usual class: cytotoxic | 410,000 tested, 0.76% active; further: some results filed as inactive show a strong effect at the top dose
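HepG2 CAGA-GFP cells (1000/well, DMEM with 1% FBS) received compound, then TGF-beta at 500 pg/mL final, and were incubated 18 hours at 37 degrees C. Viability was read by CellTiter-Glo luminescence. Media-only wells were set as complete cell-killing and DMSO as no toxicity.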
* = called active by the depositor; i = inactive; ? = inconclusive; . = not tested or not shown; & = joins results of further samples; [ ] = another dose, or the depositor's remark. The call rests on the fitted dose curve; in most records, active means well fitted curve in the direction sought with a large enough effect; inconclusive means small, poorly fitted or top-dose-only effect, or another doubt; inactive means no such curve, though single readings can be large; an effect the other way counts as inactive or inconclusive. Potency means the concentration at half of the fitted maximal effect. A portion of the library; count on the stated rates, not on these rows.

no.	mol	TGFb SMAD3 inh	Nrf2 activator	EPAC2 antagonist	MCF10A rerep	ATXN2 expr inh	Nrf2 block	S2 tox	A549 tox	HepG2 viability
1	CCOP(=O)(OCC)C(NC(=O)c1cccc([N+](=O)[O-])c1)C(Cl)(Cl)Cl (centres undefined)	0%	-0.3%	2%	2%	6%	-2%	i	0%	5%
2	CCP(=S)(CC)c1ccc(N(C)C)cc1	0%	0.3%	0%	-44%[inhibitor]	-11%	-2%	i	-5%	5%
3	COc1ccc2c(c1)C(NC(C)=O)CCc1cc(OC)c(OC)c(OC)c1-2 (centres undefined)	-53%	-0.4%	4%	?	15%	?	i	?	-24%
4	CN1CCN(C(=O)COc2ccc(S(=O)(=O)Nc3ccc(F)cc3)cc2)CC1	2%	0.4%	4%	?	-14%	-15%	i	-7%	2%
5	O=C(COc1ccccc1Cl)Nc1ccc2nc(SCC(=O)N3CCCC3)sc2c1	-9%	0.4%	.	.	.	?	.	-11%	-22%
6	COc1ccc(S(=O)(=O)NCCc2sc3nc(-c4ccc(C)cc4)nn3c2C)cc1F	?	-0.7%	.	.	.	.	.	-23%	3%
7	Cc1ccc(-n2nnnc2SCC(=O)Nc2sc(C)c(C)c2C#N)cc1C	-2%	-0.3%	3%	?	0%	1%	i	0%	-2%
8	CN1C(=O)C(=Cc2ccccc2Oc2ccc(Cl)c(F)c2)C(=O)N(C)C1=O	-20%	4.6%	0%	6%	8%	.	i	4%	1%
9	O=C(Cc1ccccc1)OCc1ccccc1	-17%	-0.7%	-24%	?	1%	-11%	i	0%	-6%
10	O=C(CCS(=O)(=O)c1ccc(Br)cc1)N1CCC2(CC1)OCCO2	-7%	3.9%	-5%	13%	19%	.	i	9%	-6%
11	CC(C)CC(NC(=O)C1CCCCC1)C(=O)N1CCC2(CC1)OCCO2 (centres undefined)	1%	0.3%	-4%	-1%	-3%	15%	i	-16%	0%
12	Cc1csc(NC(=O)C2CCCN(S(=O)(=O)c3ccc4c(c3)oc(=O)n4C)C2)n1 (centres undefined)	7%	0.7%	12%	0%	6%	?	i	-8%	-4%
13	C[N+]1([O-])[C@@H]2CC(OC(=O)[C@H](CO)c3ccccc3)C[C@H]1[C@@H]1O[C@@H]12 (some centres undefined)	-3%	-0.3%	14%	26%	6%	11%	i	4%	5%
14	CCOc1ccc(NC(=O)Cn2c(=O)oc3cc(S(=O)(=O)N4CCC(C)CC4)ccc32)cc1	?	2.3%	.	.	?	-7%	i	10%	-47%
15	CN(C)C(=Nc1ccccc1)P(=S)(N(C)C)N(C)C	6%	-0.5%	-1%	2%	-5%	5%	i	-6%	-4%
16	Nc1ncc2[nH]cnc2n1	30%&33%	-0.6%&0.0%	8%&1%	-11%&3%	3%&-4%	4%&0%	i	-3%&-2%	9%&-1%
17	COC(=O)C1=C(c2cc3ccccc3s2)C[C@@H]2CC[C@H]1N2C(=O)NCCNC(C)=O	-11%	-0.1%	8%	-9%	14%	-20%	i	-4%	-21%
18	C#C[C@]1(O)CC[C@H]2[C@@H]3CCC4=CC(=O)CC[C@]4(C)[C@H]3CC[C@@]21C	-22%	-1.3%	-1%	6%&-32%	0%&11%	-4%	i	-9%	1%
19	O=C(N/N=C\C1C(=O)NC(=S)N(c2ccccc2)C1=O)c1ccc(O)cc1 (centres undefined)	-2%	0.2%	-10%	-12%	-7%	12%	i	-16%	0%
20	O=C(Cn1c(=S)[nH]c2ccccc2c1=O)N1CCC2(CC1)OCCO2	-9%	-0.1%	4%	375%[0.0737 µM]	5%	21%	i	-1%	20%
21	COc1ccc(-n2nnnc2C(CCc2ccccc2)N2CCC3(CC2)C(=O)NCN3c2ccccc2)cc1 (centres undefined)	?	0.4%	3%	.	?	.	?	.	-14%
22	C[N+](C)(C)CC1CCCC1=O (centres undefined)	-15%	0.0%	10%	6%	7%	3%	i	0%	2%
23	CNc1ccc2nc3ccccc3[n+](C)c2c1	-8%	-0.2%	?	1%	.	6.5µM*	10µM*	7.3µM*	-1%
24	CC(=O)OC1N=C(c2ccccc2Cl)c2cc(Br)ccc2N(C)C1=O (centres undefined)	-5%	0.5%	-13%	8%	-14%	-19%	i	9%	16%
25	COc1ccc(CN2CCN(C(=O)Cc3ccccc3)CC2)cc1Br	-21%	-0.9%	0%	14%	-14%	?	i	-14%	-16%
26	Cc1ccc2[nH]c(C)c(CCNCc3cccnc3)c2c1	2%	2.3%	-2%	17%	.	-10%	i	-8%	-21%
27	COc1ccc(P2(=O)Nc3ccccc3N2)cc1	-24%	11%	17%	-2%	37%[activator]	?	i	-4%	-6%
28	CCCCn1nnnc1C(c1cccc(OC)c1OC)N1CCC2(CC1)C(=O)NCN2c1ccccc1 (centres undefined)	?	4.0%	-18%	.	?	.	.	.	7%
29	NC(=O)c1ncn([C@@H]2O[C@H](CO)[C@@H](O)[C@H]2O)n1	10%	-0.8%	3%	2%	8%&48%	?	i	-7%	0%
30	CCN1CCN(c2ccc([N+](=O)[O-])cc2C#N)CC1	4%	-0.1%	-3%	-12%	-17%	?	?	-1%	2%
31	C[C@H]1C(=O)O[C@@H]2CCN3CC=C(COC(=O)[C@](C)(O)[C@]1(C)O)[C@H]23	0%	0.0%	10%	?	11%&0%	-20%	i	0%	6%
32	C=CCn1c(O)c(/C(C)=N/N2CCN(C)CC2)c(=O)[nH]c1=O	-27%	0.4%	-3%	1%	-7%	-8%	i	5%	-15%
33	COC(=O)C1=C(c2ccc(Cl)c(C(F)(F)F)c2)C[C@@H]2CC[C@H]1N2C(=O)NCC1CC1	?	-0.4%	-21%	4%	0%	?	i	0%	-6%
34	CSc1nc(C)c(Br)c(N2CC2)n1	-8%	0.3%	20%	?	1%	3%	i	-4%	-13%
35	CC(C)N(C(=O)CCl)c1ccccc1	11%	?	-15%	?	-22%	?	?	-8%	-12%
36	O=C(N/N=C/c1c(O)n(CCc2ccccc2)c(=O)[nH]c1=O)c1ccncc1	0%	-0.2%	9%	0%	-7%	5%	i	-11%	1%
37	OCC1CO1 (centres undefined)	6%	0.6%	-11%	5%	3%	-5%	i	1%	11%
38	Cn1c(=O)oc2cc(S(=O)(=O)N3CCC(C(=O)N4CCN(c5ccccc5)CC4)CC3)ccc21	4%	-0.7%	-3%	-1%	5%	2%	i	-2%	-2%
39	C[C@@H]1CN([C@H](C)CO)C(=O)c2c(c3ccccc3n2C)-c2ccccc2CO[C@H]1CN(C)C(=O)Cc1ccccc1	-9%	0.5%	-4%	.	0%	.	?	.	-26%
40	O=P(/C(=N/O)N1CCOCC1)(N1CCOCC1)N1CCOCC1	4%	0.4%	10%	-1%	9%	.	i	-3%	0%
41	S=C=Nc1ccccn1	?	?	9%	12%	24%	?	i	-6%	-2%
42	CC(C)N1CCC2(CC1)NC(CO)(CO)CO2	-3%	-0.7%	-3%	4%	-32%	-13%	i	0%	15%
43	CN(C)CCN=Cc1c(O)n(C2CCCCCC2)c(=O)[nH]c1=O	?	2.2%	8%	18%	4%	-9%	i	-5%	-3%
44	COc1cc2c(cc1O)C[C@H]1NCCc3cc4c(c-2c31)OCO4	?	-2.1%	-15%	18µM*	0%	0%	?	-5%	-29%
45	COC1=CC(=O)OC(/C=C/c2ccccc2)C1 (centres undefined)	32%	1.1%	-4%	1%&5%	23%	6%	i	-4%	-4%
46	CN(C)C(=O)Oc1ccc2c(c1)O/C(=C\c1cccc([N+](=O)[O-])c1)C2=O	-2%	5.7%	-14%	4%	2%	3%	i	-5%	-2%
47	O=C(c1ccc2c(c1)OCO2)C1CCCN(Cc2ccc(F)c(F)c2)C1 (centres undefined)	-6%	-0.9%	8%	?	0%	10%	i	3%	-28%
48	C[C@@H]1CN([C@@H](C)CO)C(=O)c2c(c3ccccc3n2C)-c2ccccc2CO[C@H]1CN(C)S(=O)(=O)c1ccc(C(F)(F)F)cc1	?	2.0%	-6%	.	4%	.	i	.	-41%
49	Cc1ccc(CN2C3CCCC2CC(NC(=O)c2ccc(C)cc2)C3)cc1 (centres undefined)	-12%	-0.9%	-10%	?	.	-6%	i	-6%	-1%
50	CN1C2CCC1C(C(=O)O)C(O)C2 (centres undefined)	3%	0.8%	7%	14%	-14%	5%	i	-13%	-4%
51	C/C(=N\N1CCCCCC1)c1c(O)n(-c2ccccc2C)c(=O)[nH]c1=O	-3%	-0.7%	4%	11%	.	1%	i	4%	0%
52	COC(=O)c1nc(-c2ccc3c(n2)C(=O)C(N)=C(OC)C3=O)c(N)c(-c2ccc(OC)c(OC)c2O)c1C	?	-0.2%	-16%	?	?	-4%	?	-20%	-146%
53	CCC(=NCc1ccco1)c1c(O)n(-c2ccccc2)c(=O)[nH]c1=O	20%	1.5%	-1%	-3%	-3%	5%	i	-2%	11%

As entered above.
A549 tox, compound 27 reads -4%
TGFb SMAD3 inh, compound 31 reads 0%
EPAC2 antagonist, compound 46 reads -14%
A549 tox, compound 52 reads -20%

Structural class: those above with an aryl thioether with sulfur outside any ring (3)
no.	mol	TGFb SMAD3 inh	Nrf2 activator	EPAC2 antagonist	MCF10A rerep	ATXN2 expr inh	Nrf2 block	S2 tox	A549 tox	HepG2 viability
5	O=C(COc1ccccc1Cl)Nc1ccc2nc(SCC(=O)N3CCCC3)sc2c1	-9%	0.4%	.	.	.	?	.	-11%	-22%
7	Cc1ccc(-n2nnnc2SCC(=O)Nc2sc(C)c(C)c2C#N)cc1C	-2%	-0.3%	3%	?	0%	1%	i	0%	-2%
34	CSc1nc(C)c(Br)c(N2CC2)n1	-8%	0.3%	20%	?	1%	3%	i	-4%	-13%

Compound activity deposited in PubChem by National Center for Advancing Translational Sciences (NCATS).
